Screening data deposited in PubChem BioAssay by National Center for Advancing Translational Sciences (NCATS).
HCMV inh – qHTS Assay for inhibitors of the human cytomegalovirus (HCMV); AID 1259415, 2018; 410,000 compounds, 4.5% hits; HFF cells, HCMV-luciferase reporter, 72 h; stronger effect = lower value; activity change, negative = inhibition, % at 57.5 µM; in the data active means activity change below about -60%; inconclusive means no clear call, values can overlap the other calls; inactive means above about -39%
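Steps: HFFs plated, 16 h 37C; compounds added; HCMV-luciferase added to MOI 1 PFU/cell; 72 h 37C; OneGlo reagent, 5 min room temperature; luminescence read, normalized to controls.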
AmpC detergent – qHTS Inhibitors of AmpC Beta-Lactamase (assay with detergent); AmpC hydrolysis of nitrocefin, absorbance 480 nm, 0.01% Triton; 370,000 compounds, 0.041% hits; P00811; Potency, µM (series often up to 114 µM), inactives show top-dose activity change, negative = inhibition, hits mostly inhibitors; active means well fitted inhibition curve with a large enough effect; inconclusive means small, poorly fitted or top-dose-only effect;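 further: potency means the concentration at half of the fitted maximal effect; 0% = no-compound wells and -100% = no-enzyme wells; nearly all actives have a fitted effect of over 25% in size; some results filed as inactive show a strong effect at the top dose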
Target sequence (P00811 whole entry, looked up): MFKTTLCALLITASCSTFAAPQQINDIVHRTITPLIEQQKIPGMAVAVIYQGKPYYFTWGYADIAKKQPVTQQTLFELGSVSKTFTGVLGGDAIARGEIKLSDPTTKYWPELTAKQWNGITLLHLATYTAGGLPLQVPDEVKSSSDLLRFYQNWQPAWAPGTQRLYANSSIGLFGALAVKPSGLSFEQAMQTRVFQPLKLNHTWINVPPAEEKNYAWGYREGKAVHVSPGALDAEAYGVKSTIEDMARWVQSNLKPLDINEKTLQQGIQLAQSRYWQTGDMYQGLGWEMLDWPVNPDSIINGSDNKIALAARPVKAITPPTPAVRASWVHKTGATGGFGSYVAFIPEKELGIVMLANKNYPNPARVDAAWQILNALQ
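20 mM phosphate pH 7.0 + 0.01% (detergent screen) or 0.0001% Triton X-100; 5.3 nM AmpC reagent; cpd preinc 15 min RT; nitrocefin (800 uM stock) to start; A480 q20 s × 4 min; Activity was normalised to no-enzyme and no-compound control wells.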
An asterisk follows results filed as active; ? = inconclusive. Unless noted, on the % scale 0 is the no-effect control and ±100 the full control effect. Only part of the results is shown, so the mix of outcomes need not match the whole.

cpd	smiles	HCMV inh	AmpC detergent
1	COc1cccc(N2CCN(C(=O)c3ccc(C)c(NC(=O)c4nsc5ccccc45)c3)CC2)c1	15.0	18.7%
2	CCN(CC)c1ccc(-c2nc(-c3ccccc3C)no2)cc1[N+](=O)[O-]	1.0	22.2%
3	COC(=O)c1sccc1S(=O)(=O)N(CC(=O)NCc1ccc(F)cc1)c1ccccc1	13.9	16.3%
4	O=C(CSc1oc(-c2ccccc2)nc1S(=O)(=O)c1ccc(Cl)cc1)Nc1ccc(F)cc1	-0.8	4.2%
5	CCOc1cc(-c2ccc(OC(=O)c3ccccc3)c(OC)c2)cc(=O)c2c(C)oc(C)c12	249.7	20.2%
6	COc1ccc(-n2c3c(cc(-c4nc(-c5ccc(Cl)cc5)cs4)c2=O)C(=O)CC(C)(C)C3)cc1	-4.4	16.9%
7	COc1ccc(Cl)c2sc(NC(=O)c3ccc(S(=O)(=O)N4CCCC4)cc3)nc12	-0.6	15.7%
8	COc1ccccc1N1CCN(Cc2nc(-c3cc(OC)c(OC)c(OC)c3)no2)CC1	12.5	0.4%
9	COc1ccccc1NC(=O)CSC1=Nc2ccccc2C2=NC(CC(=O)NCc3cccs3)C(=O)N12 (stereo not given)	11.4	10.2%
10	CSc1ncc(C(=O)Nc2cc(C)cc(C)c2)c(-c2ccccc2)n1	-3.9	0.1%
11	COc1ccc(NC(=O)C2=C(C)Nc3nc(SCc4ccccc4)nn3C2c2cc(OC)ccc2OC)cc1 (stereo not given)	-81.8*	4.2%
12	CCc1ccc(CNC(=O)c2ccc3c(c2)c(C)c(C)n3Cc2ccccc2)cc1	0.0	-7.1%
13	CCc1ccc(S(=O)(=O)c2nnn3c2nc(NCCc2ccccc2)c2sccc23)cc1	-80.8*	-4.7%
14	CCOC(=O)N1CCN(Cc2nc3cc(NC(=O)c4ccccc4OC)ccc3n2C(C)C)CC1	-38.3	11.8%
15	COc1cc(NC(=O)N2CCC(CN3CCCC3)CC2)cc(OC)c1OC	-6.9	-3.6%
16	CCOC(=O)N1CCc2c(sc3c2c(=O)n(-c2ccc(CC)cc2)c(=O)n3Cc2cc(C)ccc2C)C1	3.0	7.4%
17	CC1CCCN(C(=O)Cn2c(=O)n(CC3CCC(C(=O)NC(C)C)CC3)c(=O)c3sccc32)C1 (stereo not given)	4.5	25.4%
18	Cc1ccc(Cl)cc1NC(=O)Cn1c(=O)n(CCCS(=O)(=O)C2CCCCC2)c(=O)c2ccccc21	-26.8	-4.8%
19	Cc1cc2oc(C(=O)Nc3ccc(S(N)(=O)=O)cc3)cc(=O)c2cc1C	2.8	-3.9%
20	COc1ccc(NC(=O)C2CCN(S(=O)(=O)c3ccc4c(c3)CCCC(=O)N4)CC2)cc1OC	37.7	17.4%
21	CC(CNC(=O)c1cc(-c2ccccc2)n[nH]1)c1ccccc1 (stereo not given)	10.6	-1.2%
22	CCOC(=O)c1nc(Nc2ccccc2OC)c2ccccc2n1	-14.5	2.3%
23	COc1ccc(NC(=O)CCc2nc3c(C)nn(-c4ccc(C)cc4)c3n(C)c2=O)cc1	9.5	16.1%
24	CCCCc1nn2c(=O)cc(COC(=O)c3cccc(NC(=O)c4cccc(C)c4)c3)nc2s1	28.8	1.1%
25	Cc1ccc(Cn2c(=O)n(CCc3ccc(Cl)cc3)c(=O)c3ccccc32)cc1	19.5	6.9%
26	CC1CCCCN1C(=O)c1ccc2c(c1)N(Cc1ccc(Cl)cc1)C(=O)c1ccccc1S2=O (stereo not given)	-15.0	13.0%
27	COc1ccc(-c2cc3c(=O)n(CC(=O)Nc4cc(F)ccc4F)ccn3n2)cc1OC	3.2	-5.4%
28	CCCc1cnc2c(c1SCc1cccc(C)c1)c(=O)n(C)c(=O)n2C	-2.0	7.0%
29	Cn1c(=O)c2nc(SCC(=O)Nc3cc(Cl)cc(Cl)c3)n(C)c2n(C)c1=O	-8.2	0.4%
30	Cc1ccccc1Nc1c(-c2ccc(Cl)s2)nc2c(C)cccn12	-13.6	21.1%
31	CCOC(=O)c1ccc2c(c1)N(Cc1cc(C)ccc1C)C(=O)c1ccccc1S2(=O)=O	6.7	1.8%
32	COC(=O)c1ccc(C2c3c(-c4ccccc4O)n[nH]c3C(=O)N2Cc2ccncc2)cc1 (stereo not given)	26.2	20.5%
33	COc1cc(NC(=O)C2CCCN(S(=O)(=O)c3ccc4c(c3)CCCC(=O)N4)C2)cc(OC)c1 (stereo not given)	6.1	1.6%
34	CCc1ccccc1Nc1cc(C(=O)NC2CCC(C)CC2)c2ccccc2n1 (stereo not given)	-82.3*	3.4%
35	Cc1ccc(NC(=O)C(Cc2ccccc2)NS(=O)(=O)c2ccc3c(c2)CCC(=O)N3)cc1 (stereo not given)	-8.2	3.0%
36	CC(C)c1ccc(CNc2nc(-c3ccco3)nn2S(=O)(=O)c2ccccc2)cc1	56.1	18.2%
37	COC(=O)c1sccc1S(=O)(=O)N1CCN(c2ccc(C(C)=O)cc2)CC1	21.5	-4.3%
38	CN(C)CCNC(=O)C(=O)NCC(c1cccnc1)N1CCN(c2ccc(F)cc2)CC1 (stereo not given)	10.7	9.4%
39	Cc1ccc(OCCSc2nc3ccccc3n2CC(=O)NC(C)C)cc1	2.3	15.7%
40	Cc1cc(C(=O)Nc2ccc(-n3c(C)nc4ccccc4c3=O)cc2)ccc1[N+](=O)[O-]	-20.2	8.3%
41	COc1cccc(C(=O)Nc2ccc(-c3nc4ccc(C)cc4s3)cc2)c1OC	30.8	0.1%
42	Cc1ccc(C)c(-n2nnc(-c3nc(-c4ccccc4C)no3)c2C)c1	2.3	2.9%
43	CCc1ccc(NC(=O)CSc2nc3n[nH]c(C)c3c(=N)n2-c2ccc(C)cc2)cc1	-90.6*	5.9%
44	CC(C)Oc1ccc(CNC(=O)CCCn2c(=O)c3cccn3c3ccccc32)cc1	-10.8	-3.4%
45	COc1ccccc1NC(=O)CSC1=Nc2ccccc2C2=NC(Cc3ccccc3)C(=O)N12 (stereo not given)	?	7.9%
46	Cc1cc(Cl)ccc1NC(=O)Cn1nnc2sc(-c3ccccc3)cc2c1=O	7.6	11.4%
47	CCCCCOc1ccc(/C=C/C(=O)Nc2sc3c(c2C(=O)OCC)CCC3)cc1OC	-7.3	6.0%
48	CC(=O)Nc1cccc(NC(=O)C2(c3cccs3)CCOCC2)c1	28.9	-0.3%
49	COc1ccc(Cl)cc1NC(=O)c1c(NCc2cccnc2)sc2c1CCC(C)C2 (stereo not given)	-28.9	1.9%
50	Cc1ccc(N(CC(=O)N2CCN(c3cc(Cl)ccc3C)CC2)S(=O)(=O)c2c(C)noc2C)cc1	-35.4	4.1%
51	COC(=O)CSc1nc2sc3c(c2c(=O)n1-c1ccc(C)cc1)CC(C(C)C)OC3 (stereo not given)	0.6	3.4%
52	Cc1ccc(NC(=O)CCSc2nc(-c3ccco3)cc(C(F)(F)F)n2)cc1F	-29.3	26.6%
53	COc1ccc(-c2noc(CCC(=O)Nc3cccc(C)c3C)n2)cc1OC	-0.1	-4.3%
54	Cc1ccc(NC(=O)[C@H](Cc2ccccc2)N2Cc3ccccc3C2=O)cc1	-13.4	?
55	COc1ccc(-c2cn3nc(N4CCCC(C(=O)Nc5ccc(Cl)cc5C)C4)sc3n2)cc1 (stereo not given)	0.0	10.3%
56	O=C(Nc1cc2c(cc1C(=O)c1cccc(Br)c1)OCCO2)c1ccccc1F	-23.9	-1.4%
57	CCN(CC)CCNC(=O)c1ccc2c(c1)N(Cc1ccccc1)C(=O)c1ccccc1S2=O (stereo not given)	-69.7*	-12.5%
58	CCOC(=O)C1CCC(CN(Cc2cccc(Br)c2)S(=O)(=O)c2ccc(Cl)cc2)CC1 (stereo not given)	3.4	8.6%
59	CC(C)N(C(=O)c1cc2c(Cl)nc3ccccc3c2s1)C1CCCCC1	-4.4	-9.1%
60	CCN(CC)CCSc1nc2ccccc2c(=O)n1-c1ccc(Cl)cc1	?	0.3%

(cont.)
cpd	smiles	HCMV inh	AmpC detergent
61	Cc1nn(C(C)C(=O)NC2CCC(C)CC2)c(=O)c2c1sc1ccccc12 (stereo not given)	-22.2	26.3%
62	Cc1ccn2cc(CNC(=O)c3cccc(C(F)(F)F)c3)nc2c1	-9.5	15.1%
63	Cn1ncc2c(NCc3ccc(Cl)cc3)ncnc21	?	6.9%
64	COc1cc(NS(=O)(=O)c2ccc3c(c2)CCN3S(C)(=O)=O)cc(OC)c1	?	5.5%
65	COc1ccc(CN2C(=O)c3oc4ccc(F)cc4c(=O)c3C2c2ccc(O)cc2)cc1 (stereo not given)	-6.7	?
66	CCOc1ccc(CCNC(=O)Cn2c(C)c3cnn(-c4ccccc4)c(=O)c3c2C)cc1	-12.4	21.6%
67	CCOc1ccc(NC(=O)CN2CCN(c3ccc(Cl)cc3)CC2)cc1	-1.6	4.4%
68	CCc1ccc(-n2c(=O)c3cccnc3n2CC(=O)Nc2cc(F)ccc2F)cc1	-15.0	3.8%
69	CCOC(=O)c1ccc(CN(Cc2ccccc2C)S(=O)(=O)c2ccc(F)c(C)c2)cc1	-14.2	-3.3%
70	COc1ccc(CNC(=O)CCc2c(C)nc3nc(CNC(=O)OC(C)(C)C)nn3c2C)cc1	-15.0	3.4%
71	CCCCN(CC)C(=O)Cn1c(=O)n(-c2ccc(OCC)cc2)c(=O)c2c3c(sc21)CCCC3	-8.6	26.0%
72	CCOc1ccc(CNC(=O)c2ccc(CS(=O)c3ccccc3)o2)cc1 (stereo not given)	-3.5	4.8%
73	CC(C)c1ccc(NS(=O)(=O)c2cc(Br)cc3c2N(C(=O)C2CC2)CC3)cc1	-22.5	4.3%
74	COc1ccc(C(=O)N(Cc2sccc2C)C2CCS(=O)(=O)C2)cc1Cl (stereo not given)	39.4	6.0%
75	Cc1ccc2c(c1)C(=O)OC(C(=O)Nc1ncc(Cc3ccc(Cl)cc3)s1)C2 (stereo not given)	8.7	22.3%
76	COc1ccc(OC(C)C(=O)NCc2nc(-c3cccc(C)c3)no2)cc1 (stereo not given)	-11.4	1.3%
77	COc1ccc(Cl)cc1C(=O)Nc1ccc2nc(Nc3cccc(Cl)c3)cc(C)c2c1	?	19.3%
78	Cc1nn(CCCC(=O)NCc2ccccc2Br)c(=O)c2c1sc1ccccc12	16.3	14.4%
79	Cc1ccc(NC(=O)CCc2c(C)nc3cc(-c4ccccc4)nn3c2C)cc1F	-32.3	15.4%
80	CCOc1ccc(NC(=O)c2ccc(-c3ccccc3)s2)cc1	5.2	15.4%
81	Cc1cccc(N2CCN(C(=O)c3cc4c(=O)oc5ccccc5c4s3)CC2C)c1 (stereo not given)	1.1	0.7%
82	COc1ccc(N(CC(=O)Nc2ccc(Cl)cc2C)S(=O)(=O)c2ccccc2)c(OC)c1	-71.3*	3.4%
83	O=c1c2cnn(-c3ccc(Cl)cc3)c2ncn1Cc1cccc(C(F)(F)F)c1	3.6	3.5%
84	Cc1c(-c2nc(-c3ccccc3)no2)nnn1-c1cccc(C(F)(F)F)c1	-35.3	2.3%
85	O=C(NC1(C(F)(F)F)NC(=O)N(CCc2ccccc2)C1=O)c1ccccc1F (stereo not given)	-4.1	19.6%
86	COC(=O)c1cc2sc(C)cc2n1CC(=O)Nc1ccc(C)c(C)c1	-27.1	-1.3%
87	CCCC(=O)Nc1cc2nn(-c3ccccc3)nc2cc1C	122.7	6.3%
88	O=C(NCCc1ccccc1)c1ccc2nc(N3CCCCC3)sc2c1	57.5	16.8%
89	Cc1ccc(Cl)cc1NC(=O)Cn1c(SCC(=O)NCc2ccccc2)nc2ccccc21	0.8	6.7%
90	Cc1ccccc1CCNC(=O)c1ccc(Cn2c(=O)c3cccn3c3cccnc32)cc1	-8.9	2.5%
91	COc1ccc(CC(=O)NCCc2sc(-c3cccc(F)c3)nc2C)cc1	-2.7	5.6%
92	Cc1ccc(C(=O)Nc2ccc(NC(=O)c3cccs3)cc2)cc1C	-1.8	2.8%
93	COCCCNC(=O)CSC1=Nc2ccccc2C2=NC(CCC(=O)NCc3ccc(OC)cc3)C(=O)N12 (stereo not given)	16.5	15.2%

Profiles, looked up by structure.
COC(=O)c1cc2sc(C)cc2n1CC(=O)Nc1ccc(C)c(C)c1 is listed as HCMV inh = -27.1; AmpC detergent = -1.3%
O=C(NC1(C(F)(F)F)NC(=O)N(CCc2ccccc2)C1=O)c1ccccc1F (stereo not given) is listed as HCMV inh = -4.1; AmpC detergent = 19.6%
Cc1ccc(C(=O)Nc2ccc(NC(=O)c3cccs3)cc2)cc1C is listed as HCMV inh = -1.8; AmpC detergent = 2.8%
